Screening data: PubChem, National Center for Advancing Translational Sciences (NCATS)
Sm TGR inh: blocks Schistosoma mansoni thioredoxin glutathione reductase. Q962Y6. purified TGR, DTNB reduction, TNB absorbance 405 nm. Potency, µM (highest dose often 114 µM), for the others: at the highest dose activity change, negative = inhibition, most hits filed as inhibitors. hit rate 3% among 360,000; also: potency is read from the fitted curve at half-maximal effect; nearly all actives have a fitted effect of over 60% in size
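Kinetic colorimetric format: TGR-catalysed, NADPH-driven DTNB reduction monitored via TNB absorbance. Enzyme dispensed at 20 nM; compound exposure 15 min at room temperature before reaction start.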
HCMV antiviral: blocks human cytomegalovirus replication; HFF cells, HCMV-luciferase reporter, 72 h; hits give low values; activity change, negative = inhibition, % at 57.5 µM; hit rate 4.5% among 410,000; AID 1259415; in the data active = activity change below about -60%; inconclusive = no clear call, values can overlap the other calls; inactive = above about -39%
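After 16 h attachment at 37C, HFF cells received test compound and HCMV-luciferase (1 PFU/cell); reporter luminescence read 72 h later, data normalized against buffer-only and known inhibitor Salinomycin.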
AmpC inh detg: AmpC beta-lactamase inhibition with detergent present; P00811; AmpC hydrolysis of nitrocefin, absorbance 480 nm, 0.01% Triton; Potency, µM (highest dose often 114 µM), without a hit: at the top dose activity change, negative = inhibition, hits mostly inhibitors; hit rate 0.041% among 370,000; AID 485294;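 also: potency is read from the fitted curve at half-maximal effect; 0% = no-compound wells and -100% = no-enzyme wells; nearly all actives have a fitted effect of over 25% in size; some results filed as inactive show a strong effect at the top dose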
Target sequence (P00811 whole entry, looked up): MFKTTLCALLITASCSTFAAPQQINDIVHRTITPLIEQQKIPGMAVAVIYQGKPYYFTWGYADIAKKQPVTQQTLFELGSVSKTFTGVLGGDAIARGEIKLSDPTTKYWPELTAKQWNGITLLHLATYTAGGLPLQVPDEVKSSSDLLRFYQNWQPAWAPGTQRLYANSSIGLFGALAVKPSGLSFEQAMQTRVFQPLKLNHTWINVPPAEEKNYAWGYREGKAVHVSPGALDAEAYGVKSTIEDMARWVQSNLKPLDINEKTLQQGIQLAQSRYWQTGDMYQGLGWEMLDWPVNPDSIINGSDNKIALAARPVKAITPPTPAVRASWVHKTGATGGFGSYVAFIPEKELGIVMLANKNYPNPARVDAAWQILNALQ
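20 mM phosphate pH 7.0 + 0.01% (detergent screen) or 0.0001% Triton X-100; 5.3 nM AmpC reagent; cpd preinc 15 min RT; nitrocefin (800 uM stock) to start; A480 q20 s × 4 min; Activity was normalised to no-enzyme and no-compound control wells.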
AMA1-RON2 inh: disrupts binding of P. falciparum AMA1 to RON2; AlphaScreen AMA1-biotinylated RON2 peptide binding; Potency, µM (titrated, usually from 58.2 µM), without a hit: at the highest dose activity change, negative = inhibition, actives largely listed as inhibitors; hit rate 0.2% among 360,000;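 also: potency is read from the fitted curve at half-maximal effect; 0% = vehicle wells and -100% = peptide control; nearly all actives have a fitted effect of over 45% in size; some results filed as inactive show a strong effect at the top dose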
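AMA1 (3D7) with his tag at 25 nM final met compounds first, then biotinylated RON2 peptide at 25 nM; detection used donor plus acceptor beads, 10 µg/mL apiece, read by AlphaScreen after 30 min at room temperature.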
TbPYK inhibitor: T. brucei pyruvate kinase inhibition; Q57TT1; TbPYK enzyme, Kinase-Glo Plus ATP luminescence, 45 min; Potency, µM (highest dose often 76.8 µM), inactives show at the top dose activity, negative = inhibition, usual class: inhibitors; hit rate 0.12% among 410,000; also: potency is read from the fitted curve at half-maximal effect; nearly all actives have a fitted effect of over 50% in size
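T. brucei PYK with substrate was exposed to pin-transferred compounds across a concentration series, then started with 130 uM ADP (final). After 45 min at room temperature, Kinase-Glo Plus luminescence was read, normalized and curve-fitted.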
AmpC no deterg: inhibitors of E. coli AmpC beta-lactamase without detergent | hit rate 0.52% among 330,000 | Potency, µM (highest dose often 57.1 µM), for inactives: at the highest dose activity change, negative = inhibition, actives largely listed as inhibitors | P00811 | AID 485341 | AmpC nitrocefin hydrolysis, absorbance 480 nm, 0.0001% Triton;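 also: potency is read from the fitted curve at half-maximal effect; plate controls were no compound for no effect and no enzyme for full effect; nearly all actives have a fitted effect of over 20% in size; some results filed as inactive show a strong effect at the top dose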
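AmpC (5.3 nM in the dispensed reagent) in 20 mM phosphate pH 7.0 with 0.01% (detergent screen) or 0.0001% Triton X-100 was preincubated with compounds for 15 min at room temperature. Nitrocefin was then added from an 800 uM solution, and hydrolysis was followed at 480 nm.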
LmPK inh: inhibitors of Leishmania mexicana pyruvate kinase; hit rate 0.37% among 290,000; Q27686; Potency, µM (series often up to 57.5 µM), for the others: at the highest dose activity change, negative = inhibition, usual class: inhibitors; purified LmPK, Kinase-Glo ATP luminescence, 1 h; also: potency is read from the fitted curve at half-maximal effect
Target sequence (Q27686 whole entry, looked up): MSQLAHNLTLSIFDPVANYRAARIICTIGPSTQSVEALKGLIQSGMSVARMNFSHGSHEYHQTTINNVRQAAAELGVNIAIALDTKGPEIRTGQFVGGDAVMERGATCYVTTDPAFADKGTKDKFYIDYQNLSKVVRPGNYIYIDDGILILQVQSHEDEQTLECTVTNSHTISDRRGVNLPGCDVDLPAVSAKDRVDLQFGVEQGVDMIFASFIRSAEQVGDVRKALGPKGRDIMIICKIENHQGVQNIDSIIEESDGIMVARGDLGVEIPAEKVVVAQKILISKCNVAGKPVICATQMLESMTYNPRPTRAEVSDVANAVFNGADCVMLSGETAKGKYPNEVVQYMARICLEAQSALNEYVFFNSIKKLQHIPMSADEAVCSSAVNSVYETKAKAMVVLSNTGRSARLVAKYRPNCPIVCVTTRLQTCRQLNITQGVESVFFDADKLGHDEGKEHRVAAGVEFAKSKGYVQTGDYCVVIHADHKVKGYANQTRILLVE
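qHTS format; LmPK 0.1 nM; substrates PEP 0.5 mM and ADP 0.1 mM. One-hour room-temperature incubation, then coupled luciferase luminescence; 0.5 nM enzyme wells mark activation.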
The depositor's hits bear a star; ? = inconclusive; . = no result given; & = joins results of further samples; [ ] = another dose, or the depositor's remark. Unless noted, calls follow the shape of the dose curve; as a rule, active = well fitted curve in the direction sought with a large enough effect; inconclusive = small, poorly fitted or top-dose-only effect, or another doubt; inactive = no such curve, though single readings can be large; an effect the other way counts as inactive or inconclusive. Unless noted, % is scaled to controls: 0 for no effect and ±100 for the full control effect.

No. | molecule | Sm TGR inh | AMA1-RON2 inh | AmpC no deterg | AmpC inh detg | TbPYK inhibitor | HCMV antiviral | LmPK inh
1 | CCCCCN(C(=O)CCC(=O)OCC(=O)c1ccc(C(C)(C)C)cc1)c1c(N)n(CCCC)c(=O)[nH]c1=O | 1% | 29% | 29% | 0% | 3% | -8 | .
2 | CC1(C)CC(NC(=O)C23CCC(C)(/C(=N/O)C2)C3(C)C)CC(C)(C)N1 (centres undefined) | -2% | -10% | 7% | -2% | . | -13 | 0%
3 | Cc1cccc(CSc2nnc3c(n2)[nH]c2ccccc23)c1 | 5% | -11% | -37% | -11% | 1% | -4 | 8%
4 | O=C(c1ccc2nc(N3CCOCC3)sc2c1)N1CCN(C(=O)c2ccco2)CC1 | ? | -2% | -5% | -8% | -3% | 12 | 13%
5 | Cc1cccc(Cn2nc(C)cc2NC(=O)Cn2cc([N+](=O)[O-])cn2)c1 | 0% | -3% | -23% | -1% | 3% | 11 | 8%
6 | COc1ccc(-c2nnc(SCC(=O)Oc3c(C)cccc3C)o2)cc1OC | 4% | . | . | 24% | -4% | 21 | .
7 | CC1(C)CC(C#N)(N2CCOCC2)CCO1 (centres undefined) | 13µM* | -4% | . | 7% | 7% | -22 | 2%
8 | OCCNCc1cccc(OCc2ccccc2Cl)c1 | . | 7% | 3% | 0% | 2% | ? | 3%
9 | CCc1cc2c(CN3CCN(CC)CC3)cc(=O)oc2cc1O | 6% | -5% | ? | 1% | 3% | 11 | 1%
10 | CCCCNC(=O)C1CCC(Cn2c(=O)c3sccc3n(CC(=O)N3CCCC3)c2=O)CC1 (centres undefined) | 5% | . | . | 19% | -12% | -4 | .
11 | COc1ccc(S(=O)(=O)N(C)c2ccc(C(=O)Nc3c(C)n(C)n(-c4ccccc4)c3=O)cc2)cc1 | 11% | -2% | 18% | ? | -8% | -13 | 7%
12 | CCOC(=O)c1c(S(=O)(=O)NCC(=O)NCc2ccccc2)c(C)n(C)c1C | -14%&-1% | 6% | 3% | 4%&-6% | -3%&-6% | 25&-13 | 9%
13 | O=C(COC(=O)COc1ccccc1F)NCc1ccco1 | . | 0% | -20% | . | -4% | 17 | .
14 | O=C(NCc1ccccn1)c1ccc2nc(-c3ccco3)c(-c3ccco3)nc2c1 | 0.89µM* | . | 3% | ? | . | . | -3%
15 | O=C(O)C1CC(=O)N(Cc2cccs2)C1 (centres undefined) | -10% | 15% | -13% | -13% | 1% | 13 | 2%

The final 2 compounds of the part above open the next one:
No. | molecule | Sm TGR inh | AMA1-RON2 inh | AmpC no deterg | AmpC inh detg | TbPYK inhibitor | HCMV antiviral | LmPK inh
14 | O=C(NCc1ccccn1)c1ccc2nc(-c3ccco3)c(-c3ccco3)nc2c1 | 0.89µM* | . | 3% | ? | . | . | -3%
15 | O=C(O)C1CC(=O)N(Cc2cccs2)C1 (centres undefined) | -10% | 15% | -13% | -13% | 1% | 13 | 2%
16 | COc1ccc(S(=O)(=O)NNC(=O)C(=O)NNc2ccccn2)cc1 | 5% | 48%[activator] | -10% | 0% | 1% | -6 | 1%
17 | CCOc1ccc(C(=O)c2cn(Cc3ccc(F)cc3)c3ccc(F)cc3c2=O)cc1 | -2% | . | . | -8% | -11% | -2 | .
18 | O=c1oc2ccc(Cl)cc2nc1/C=C(\O)c1ccco1 | ? | 54%[activator] | -32% | 2% | -5% | -19 | 0%
19 | O=C(/C=C/c1ccc(Cl)c(Cl)c1)Nc1cccnc1 | . | 7% | . | . | 1% | -32 | .
20 | CCOCC(=O)Nc1nnc(COC)s1 | -4% | 8% | -2% | 4% | 5% | 37 | 3%
21 | CCCOc1cccc(C2c3c(oc4ccc(F)cc4c3=O)C(=O)N2Cc2ccc3c(c2)OCO3)c1 (centres undefined) | -5% | . | . | 17% | 1% | -4 | .
22 | O=C(COC(=O)CSc1ccc2ccccc2c1)NC1CCCC1 | -2% | -1% | -13% | 3% | -2% | -14 | 2%
23 | O=C(O)CCC(=O)Nc1ccc(N=Nc2ccccc2)cc1 | -8% | 9% | -22% | -9% | 0% | . | 0%
24 | Cc1onc(-c2ccccc2)c1C(=O)N/N=C/c1ccc(O)c([N+](=O)[O-])c1 | 0% | 7% | -15% | -5% | -1% | 45 | -7%
25 | CCc1ccc(C(C)NC(=O)Cn2cnc3c(=O)n(C)c(=O)n(C)c32)cc1 (centres undefined) | -12% | 2% | -20% | -7% | 1% | ? | 2%
26 | CCCC(=O)Nc1ccc(Cl)c(NC(=O)c2cccnc2Cl)c1 | 1% | -2% | -13% | 0% | 5% | -14 | 0%
27 | CC(=O)N1N=C(c2c(-c3ccccc3)c3cc(C)ccc3[nH]c2=O)CC1c1ccco1 (centres undefined) | -26% | 2%[11.6 µM] | 15% | -5% | 4% | -38 | 3%
28 | CSc1ncnc2c1ncn2CCCN(C)CCc1ccccn1 | . | -5% | . | . | -3% | -2 | .
29 | CCN(CC(=O)NCc1cccs1)C(=O)c1cccc(S(=O)(=O)NC)c1 | ? | -1% | 96%[activator] | ? | 9% | -7 | .
30 | Cc1ccc(O)c(NC(=O)C2CC(c3cccc(Br)c3)=NO2)c1 (centres undefined) | 6% | -1% | -37% | 3% | 0% | -32 | 5%

Among those listed so far, two have a COOH group:
No. | molecule | Sm TGR inh | AMA1-RON2 inh | AmpC no deterg | AmpC inh detg | TbPYK inhibitor | HCMV antiviral | LmPK inh
15 | O=C(O)C1CC(=O)N(Cc2cccs2)C1 (centres undefined) | -10% | 15% | -13% | -13% | 1% | 13 | 2%
23 | O=C(O)CCC(=O)Nc1ccc(N=Nc2ccccc2)cc1 | -8% | 9% | -22% | -9% | 0% | . | 0%

(more compounds)
No. | molecule | Sm TGR inh | AMA1-RON2 inh | AmpC no deterg | AmpC inh detg | TbPYK inhibitor | HCMV antiviral | LmPK inh
31 | COCCC(=O)N1CCC(Oc2ccc(C(=O)NCc3ccon3)cc2)CC1 | -2% | 13% | -8% | ? | 3% | 6 | -1%
32 | CCn1ccnc1CNC(=O)CC1C(=O)NCCN1Cc1ccccc1F (centres undefined) | -24%[57.1 µM] | 81%[activator] | -13% | -1% | -2% | -37 | -3%
33 | COC(=O)c1sc(N)c(C(=O)OC)c1COC(=O)CNS(=O)(=O)c1ccc(C)c(C)c1 | -3% | -10% | 0% | 0% | 6% | 9 | 4%
34 | O=C(CC(=O)c1ccccc1)Nc1cccnc1 | -8% | -8% | 2% | ? | -1% | -26 | -7%
35 | COc1ccc(-c2nc(-c3ccncc3)no2)c(OC)c1 | 8% | 0% | 2% | -13% | -8% | 30 | -17%
36 | Cc1ccccc1Nc1sc(C(=O)c2ccc3c(c2)OCO3)c(N)c1S(=O)(=O)c1ccccc1 | ? | . | . | 1% | 1% | -5 | .
37 | COc1cccc(NC(=O)C2CCC(CNS(=O)(=O)c3csc(C(N)=O)c3)CC2)c1 (centres undefined) | 8% | . | . | -1% | 5% | 4 | .
38 | O=C(OCc1nc2ccc(Cl)cc2n1CCO)c1ccccc1 | 18µM* | -3%[11.6 µM] | -41% | -14% | -12% | 41 | 2%
39 | Cc1cccc(OCCN2C(=O)c3ccccc3C2=O)c1 | 8% | 20% | -6%[2.29 µM] | -1% | 1% | ? | -8%
40 | O=C(CCCc1nc2ccccc2s1)NNC(=O)CCN1CCN(Cc2ccccc2)CC1 | 4% | 35%[activator] | 81%[activator] | 5% | -3% | -32 | 7%
41 | Cc1cccc(C)c1C(=NCCN(C)C)c1ccccc1 | . | -10% | . | . | 2% | -16 | .
42 | CC(C)c1ccccc1NC(=O)CN1C(=O)c2ccccc2C1=O | -8% | -2% | -17% | ? | 4% | -13 | 0%
43 | CC(C)N(Cc1nnc(-c2ccccc2Cl)o1)C(=O)COc1cccc(Cl)c1 | . | 9% | . | . | 0% | -29 | .
44 | O=C(NCc1ccccc1)c1ccc(CSc2ccccc2)o1 | -4% | -17% | -22% | -12% | 2% | 11 | 6%
45 | O=C(CN1C(=O)NC2(CCCc3ccccc32)C1=O)NCc1ccco1 (centres undefined) | -1% | 17% | -4% | ? | 0% | 32 | 5%

The listing continues.
No. | molecule | Sm TGR inh | AMA1-RON2 inh | AmpC no deterg | AmpC inh detg | TbPYK inhibitor | HCMV antiviral | LmPK inh
46 | COc1cc(CNC(=O)C2CC2)ccc1OCc1ccccc1 | -1% | -13% | -4% | 0% | -17% | 6 | -20%
47 | CC1CCC(NC(=O)CCNS(=O)(=O)c2ccccc2)CC1 (centres undefined) | 4% | -1% | -10% | 1% | 4% | 79 | -9%
48 | O=C(CN1C(=O)c2cccc3cccc1c23)Nc1ccccc1 | -24% | -1% | -30% | 7% | -2% | ? | -8%
49 | Nc1cccc(-c2cn3ccsc3n2)c1 | 11% | . | . | -5% | -7% | ? | .
50 | CCCn1c(C)cc(/C=C(\C#N)C(=O)OCC(=O)Nc2cc(OC)c(OC)c(OC)c2)c1C | -2% | -13% | -7% | -10% | 8% | 5 | 1%
51 | COc1cccc(CNS(=O)(=O)c2cc3c(cc2C)NC(=O)CO3)c1 | 3% | 13% | -37% | -10% | -1% | 23 | 0%
52 | COC(=O)C(CCSC)NC(=O)C12CC3CC(CC(C3)C1)C2 (centres undefined) | 0% | 0% | 5% | ? | -5% | -4 | -4%
53 | Nc1nc(SCC(=O)O)[nH]c(=O)c1NC(=O)c1ccco1 | -1% | -13% | -2% | -4% | -2% | -3 | 5%
54 | Cc1cccc(C)c1NC(=O)Cn1nc(C)c2sc3ccccc3c2c1=O | -21% | . | . | 2% | 4% | 4 | .
55 | Cc1cc(C)c(S(=O)(=O)c2cc(F)ccc2C)c(Cl)n1 | 0% | 7% | -3% | 0% | 5% | -37 | -4%
56 | CC[C@@H]1C(c2cccc(C)c2)=NN(c2ccccc2)[C@H]1C(=O)N1CCOC1=O | . | 29% | 2% | . | 4% | 2 | .
57 | COc1ccc(C(CC(=O)NCc2ccccc2)N2Cc3ccccc3C2=O)cc1 (centres undefined) | 5% | . | . | 23% | 0% | -26 | .
58 | CC(=O)NC(Cc1cccc(C)c1)C(=O)NC1CCN(c2ncccc2[N+](=O)[O-])CC1 (centres undefined) | 1% | 6% | 88%[activator] | -5% | 1% | -31 | 6%
59 | CC(OC(=O)CCC(=O)c1cccs1)C(=O)NC1CCCCC1C (centres undefined) | -9% | 0% | 10% | 1% | -13% | 0 | .
60 | CC1(NC(=O)Cc2c(Cl)cccc2Cl)CCS(=O)(=O)C1 (centres undefined) | -2% | -2% | -17% | -2% | 1% | -33 | .
61 | Cc1ccccc1NS(=O)(=O)c1ccc2[nH]cc(C(=O)N(C)Cc3ccco3)c(=O)c2c1 | -23% | -7% | -26% | ? | 1% | . | 8%
62 | O=C(COc1ccc(Br)cc1)N1CCNC1=O | -10% | -4% | -10% | -13% | -3% | -28 | -8%
